HSP90 refold inh = HSP90 refolding inhibition in rabbit reticulocyte lysate. luciferase refolding luminescence, 3 h. inhibition, % at 5.6 µM. actives 0.91% (n = 290,000);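 active means inhibition above the screen-wide mean plus 3 SD, computed separately per campaign, cut at about 16% in these data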;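 further: 0% = DMSO wells and 100% = 60 µM geldanamycin wells; inhibitors lower the luminescence because luciferase stays unfolded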
HIF activator = HIF pathway transcriptional activation. U2OS HRE-luciferase reporter, luminescence; normalized: DMSO 0%, desferrioxamine 100%. activation, % at 7.5 µM (by protocol). actives 0.32% (n = 300,000). AID 1910;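 active means mean activation of at least 10% of the iron chelator positive control signal, with at least half of replicates also reaching 10%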
GSK3B inh = blocks human GSK3beta kinase activity; GST-GSK3beta kinase, ADP-Glo luminescence, 60 min; stronger effect = lower value; actives 0.038% (n = 300,000); P49841; activity score (negative = inhibition), % at 10 µM;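 active means more than half of replicate wells score below -50%, meaning over 50% inhibition versus plate controls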;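 further: 0% = median DMSO wells and -100% = median GW8510 positive control wells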
Target sequence (P49841 whole entry, looked up): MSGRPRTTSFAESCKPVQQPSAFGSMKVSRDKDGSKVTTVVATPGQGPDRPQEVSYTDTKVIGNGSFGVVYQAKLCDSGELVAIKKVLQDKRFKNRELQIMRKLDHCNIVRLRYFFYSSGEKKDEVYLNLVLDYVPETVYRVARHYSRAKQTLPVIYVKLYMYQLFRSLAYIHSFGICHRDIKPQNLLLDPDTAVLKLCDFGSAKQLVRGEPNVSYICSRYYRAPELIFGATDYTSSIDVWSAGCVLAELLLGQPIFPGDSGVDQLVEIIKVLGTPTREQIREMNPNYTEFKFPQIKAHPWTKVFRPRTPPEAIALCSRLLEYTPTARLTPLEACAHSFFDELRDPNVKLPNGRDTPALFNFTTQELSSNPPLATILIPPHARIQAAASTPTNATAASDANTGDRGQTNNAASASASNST
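Assay system: GST-fused GSK3beta enzyme, cell-free / Medium: Tris pH 7.5 buffer with MgCl2, DTT, BSA, heparin / Also added: peptide substrate plus 25 µM ATP (final) / Compound: 10 µM single point / Timing: kinase reaction with compound 60 min at room temperature / Detection: ADP-Glo luminescence / Benchmarks: DMSO neutral wells and GW8510 at 20 µM as positive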
IEC-6 cytotox = kills IEC-6 intestinal cells in KLF5 counter-screen; IEC-6 cytotoxicity, luminescence viability; AID 1825; inhibition, % at 5 µM; actives 0.78% (n = 290,000); in the data active means inhibition above about 22%;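 further: 0% = plate median of test compound wells and 100% = cytotoxic reference compound wells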
HSF1 inh = HSF1 inhibition | NIH3T3-HGL HSE-luciferase, MG132-induced, luminescence 8 h; stronger effect = lower value | activity change, negative = inhibition, % at 7.5 µM (by protocol) | actives 0.77% (n = 300,000) | AID 2098;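 active means more than half of replicate wells show activity change below -50%, luminescence cut by over half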;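 further: luciferase reports HSF-1 transcriptional activity via heat shock element; 0% = median of DMSO wells and -100% = zero luminescence signal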
HSF1 activator = increases HSF-1 driven luciferase reporter signal; NIH3T3-HGL HSF-1 luciferase reporter, MG132, 8 h; 100% = twice DMSO control signal; activation, % at 9 µM; actives 1.7% (n = 300,000); AID 504408;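 active means mean replicate activation of at least 50% with a set share of replicates each reaching 50%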;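 further: 0% = median of the neutral control wells and 100% = twice that signal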
KLF5 inh = kruppel-like factor 5 inhibition; DLD-1 KLF5 promoter-luciferase reporter, luminescence; inhibition, % at 5 µM; actives 0.23% (n = 290,000);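 active means inhibition above a per-plate limit of that plate's mean compound inhibition plus 3 SD, cut at about 60% in these data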;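 further: 0% = DMSO wells and 100% = LY294002 at 200 µM; higher means less KLF5 promoter-driven luciferase light; inactives centre near -14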
aSyn UTR inh = 5' untranslated region of α-synuclein, MLPCN primary screen. alpha-synuclein 5'UTR reporter, inhibitor activity. inhibition, % (tested at 7.5 µM). actives 0.82% (n = 300,000). AID 1813; in the data active means inhibition above about 60%;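 further: H4 neuroglioblastoma cells stably carrying SNCA 5'UTR luciferase fusion; 0% = DMSO wells and 100% = positive control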
AI-2 QS modul = Vibrio harveyi AI-2 quorum sensing modulation. Vibrio harveyi JMH597 AI-2 luminescence/OD600 ratio, 9 h; stronger effect = lower value; strain lacks LuxN and CqsS sensors; 0 = neutral-control median. activity change, % at 7.5 µM. actives 0.4% (n = 300,000); in the data active means activity change below about -75%, passing the limit was not always enough;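 further: luminescence divided by OD600 gain over 9 h not by final OD600 alone; inactives centre near 13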
GSK3A inh = inhibitors of human GSK-3 alpha kinase; P49840; ADP-Glo luminescence, 60 min; inhibition, % at 10 µM; actives 0.1% (n = 320,000);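 in the data active means inhibition above about 50%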;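 further: GST-tagged GSK-3 alpha with peptide substrate and 25 µM ATP; 0% = DMSO neutral wells and 100% = GW8510 positive control wells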
Target sequence (P49840 whole entry, looked up): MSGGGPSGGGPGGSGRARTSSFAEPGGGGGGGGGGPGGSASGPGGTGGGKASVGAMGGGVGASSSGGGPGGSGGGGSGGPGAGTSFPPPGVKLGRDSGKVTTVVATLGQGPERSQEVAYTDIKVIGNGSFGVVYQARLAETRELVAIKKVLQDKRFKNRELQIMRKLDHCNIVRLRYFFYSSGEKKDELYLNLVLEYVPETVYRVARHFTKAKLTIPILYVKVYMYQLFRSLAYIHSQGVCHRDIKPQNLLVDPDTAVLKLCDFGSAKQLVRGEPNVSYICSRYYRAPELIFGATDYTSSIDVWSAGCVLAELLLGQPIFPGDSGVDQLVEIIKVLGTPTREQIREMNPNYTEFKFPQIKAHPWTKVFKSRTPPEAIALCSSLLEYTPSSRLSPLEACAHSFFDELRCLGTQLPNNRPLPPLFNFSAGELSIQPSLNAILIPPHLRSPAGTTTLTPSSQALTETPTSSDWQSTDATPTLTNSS
An asterisk follows results filed as active; . = no result given.

SMILES	HSP90 refold inh	HIF activator	GSK3B inh	IEC-6 cytotox	HSF1 inh	HSF1 activator	KLF5 inh	aSyn UTR inh	AI-2 QS modul	GSK3A inh
NC(=S)N/N=C/c1cc([N+](=O)[O-])ccc1Cl	0	0.8	2	2	-7	8	-18	6	30	-2
CCOc1ccc(N2C(=O)CC(S/C(N)=N/N=C/c3cccs3)C2=O)cc1 (centres undefined)	-2	-0.4	3	-2	-2	-4	-13	-6	2	-6
CC[N+]1(CC)CC2CCC(C)(C1)C2(C)C (centres undefined)	2	-0.2	-2	6	-2	3	13	-5	21	-2
O=C(/C=C/c1ccco1)NC1CCCC1	0	-0.8	-1	-2	0	4	-12	0	33	-1
CC(=O)NC(CCCN1C(=O)c2ccccc2C1=O)c1nnn(C)n1 (centres undefined)	-1	-0.3	1	-3	-32	-45	-21	7	10	-2
Cc1cc(C)c2oc(=O)cc(CN3CCN(Cc4ccc5c(c4)OCO5)CC3)c2c1	6	0.1	-1	6	11	14	15	11	37	.
Cc1ccn2c(=O)c(NC(=O)COc3ccccc3)c(C)nc2c1	.	1.5	5	.	-6	-1	.	-10	21	-2
COc1ccc(OC)c(C(=O)COC(=O)c2cc(C)oc2C)c1	2	-0.1	0	1	2	5	-13	-2	14	0
Cc1ccc(-c2nnc(N3CCCCC3)c3ccccc23)cc1S(=O)(=O)N(C)C	-4	-0.3	1	2	-8	2	-22	30	18	-2
O=C(c1cccc(C(F)(F)F)c1)C1CCCN(Cc2cccn2-c2ccccn2)C1 (centres undefined)	4	-0.2	-1	7	-2	9	12	2	29	1
O=C(Nc1ccc(-c2nc3ccccc3[nH]2)cc1)c1ccc2c(c1)OCO2	0	0.1	-16	0	18	45	-133	-102	-2	-1
COc1ccc(CCc2nnc(CCC(=O)NCc3ccc4ncccc4c3)o2)cc1	-5	0.6	-3	-6	7	32	-45	-41	5	-4
O=C(Cc1cccs1)N/N=C\c1ccc(O)cc1	-1	0.2	-45	16	5	12	-42	-45	6	.
CCOc1ccc(S(=O)(=O)NCc2cccs2)cc1	1	0.9	2	0	-2	-15	-15	31	5	-1
C[C@@H]1NC(=O)c2cc([N+](=O)[O-])cc(I)c2NCCCC[C@@H](C(N)=O)NC(=O)[C@H](CCC(=O)O)NC1=O	-3	.	.	0	.	.	-11	.	.	-1
O=C(Nc1ccon1)c1cc2c(s1)CCCCCC2	3	4.0	-5	6	36	45	-140	-167	25	2
COc1ccc(OC)c(-n2nnnc2SCC(=O)Nc2ccc(C(=O)N3CCCCC3)cc2)c1	2	.	11	7	-1	17	20	21	25	-2
CCC/C=N/NC(=O)c1[nH]c2c([N+](=O)[O-])cccc2c1C	0	2.5	2	9	-8	-31	7	21	16	-2
COc1ccc(CC(=O)Nc2ccc(-c3nnc(-c4ccc(C)cc4)o3)cc2)cc1	1	-2.7	1	0	-15	1	-11	4	16	-2
CCOc1ccc(CSC2=NCCN2)cc1Cl	-1	0.3	2	4	-2	-2	-29	-9	4	-4
Cc1cc(C)n2nc(SCC(=O)N(C)C)nc2n1	4	-0.7	0	1	-7	-4	-21	-4	26	-1
O=C1NC(c2ccc(Br)cc2)Oc2ccccc21 (centres undefined)	0	0.3	5	-1	15	28	1	-27	-8	2
COc1ccc(-c2csc(CCn3nc(C)cc3C)n2)cc1OC	-2	0.0	-1	5	1	6	-14	23	28	-4
Fc1ccc(-c2nc3nc4ccccc4nc3n2Cc2ccco2)cc1	17*	0.6	2	0	23	36	-154	-12	3	0
COCCN(CCOC)C(=O)CN1C(=O)NC(Cc2c[nH]c3ccccc23)C1=O (centres undefined)	0	0.2	-1	-2	-2	11	-1	-3	20	1
Cc1ccccc1-c1nc(CS(=O)(=O)CC(=O)N(C)C2CCCCC2)c(C)o1	-2	0.1	0	-3	-13	-30	-1	3	48	0
CNC[C@H](Cc1ccccc1)NC[C@@H](Cc1cccc2ccccc12)NCCc1ccc(C)cc1	0	0.7	-9	-4	-91*	-92	7	123*	0	17
COc1ccc(Cl)cc1C(=O)NNC(=O)c1cccc(S(=O)(=O)N(C)C)c1	1	0.0	1	11	-15	0	-12	-10	40	-2
CC(=O)Nc1ccc(NC(=O)C(C)OC(=O)C(C)SCC(=O)Nc2ccc(C)cc2)cc1 (centres undefined)	.	-26	2	.	2	-8	.	-1	25	-2
COc1cccc(N2CCN(Cc3ccco3)CC2)c1	-2	-27	0	-5	-6	-26	-48	-13	17	1
Cc1nnc(SCC(N)=O)n1CCc1ccccc1	-4	-0.3	-1	-8	8	-5	-7	-4	46	1
Cc1ccc(S(=O)(=O)CC(O)COc2ccc(F)cc2Cl)c(C)c1 (centres undefined)	1	-0.2	2	-10	12	-6	4	-11	16	-1
COc1ccc(F)cc1C(=O)C1CCCN(Cc2cnc(N3CCCC3)s2)C1 (centres undefined)	5	-0.4	0	6	5	-8	-16	-21	0	0
S=c1[nH]nc(COc2ccccc2)n1/N=C/C(Cl)=C/c1ccccc1	2	0.7	3	-1	109	151*	-22	-129	44	0
CCn1c(/N=C/c2c[nH]c3ccccc23)nc2ccccc21	0	-0.1	-1	4	0	-3	16	-10	-10	-2
CC(=O)c1c(N2CCCCC2)nc(=S)n(Cc2ccccc2)c1C	3	-0.2	1	0	-6	-5	-24	6	5	0
O=C(C[n+]1cc(-c2ccccc2)n2c1CCC2)c1cccs1	-6	-0.1	-5	-10	-9	-14	-40	-3	10	-2
COc1cc(C(=S)N2CCC(Cc3ccccc3)CC2)ccc1OCC(N)=O	-3	1.2	3	-5	6	5	-11	8	24	-2
CC1CC[C@@]2(OC1)O[C@H]1CC3[C@@H]4C[C@@H](O)[C@@]5(O)C[C@@H](O)[C@H](O)C[C@]5(C)[C@H]4CC[C@]3(C)[C@H]1[C@@H]2C (some centres undefined)	3	-0.4	1	-11	-12	-9	-32	-11	29	0
COc1ccc(N2CCN(CC(O)COc3c(OC)cccc3OC)CC2)cc1 (centres undefined)	-1	-0.9	-27	-1	-2	-8	-10	3	-6	-1
COc1cccc2sc(N(CCN(C)C)C(=O)/C=C/c3cccs3)nc12	-1	.	-3	-1	.	.	-22	-11	-11	-1
COc1ccc(N2CCN(C(=O)CNC(=O)Cn3c(C)cc4ccccc4c3=O)CC2)cc1	4	0.0	1	7	-13	-4	-6	-33	31	0
CCOc1ccccc1NC(=O)CSc1nnc(-c2ccncc2)o1	.	0.2	-2	.	3	-2	.	-7	37	2
Cc1ccc(-c2c3c([nH]c(=S)c2C#N)CCCC3)o1	0	-0.2	1	-8	-8	-12	-28	17	17	4
COc1ccc(-c2c(N)n[nH]c2C)cc1OC	-3	-0.3	1	-5	4	-1	15	8	10	1
Nn1c(Cc2cccc3ccccc23)nnc1SCC(=O)NCC1CCCO1 (centres undefined)	.	-0.1	2	.	0	-1	.	5	22	-1
COc1ccc(C(=O)C2CCCN(Cc3nc4ccccc4nc3C)C2)cc1OC (centres undefined)	1	-0.6	0	3	-1	-8	-31	-4	-2	-3
Cc1ccc(C)c(NS(=O)(=O)c2ccc(OCC(=O)NCc3cccnc3)cc2)c1	2	-0.6	-1	9	16	22	5	27	25	0
O=C(CCC1CCCC1)N1CCN(C2CCCC2)CC1	0	-0.2	1	0	-7	-22	-22	7	17	-1
COCOc1ccc(/C=C/C(=O)c2c(O)cc(OCOC)cc2OCOC)cc1	.	0.4	-23	.	17	31	.	-25	-4	0
O=[N+]([O-])c1ccc2c(c1)C(N1CCOCC1)/C(=C/COc1ccc3ccccc3c1Br)O2 (centres undefined)	2	-0.3	0	6	4	10	-1	22	6	1
COc1ccccc1-n1c(SCC(=O)N2CCCCC2)nnc1-c1ccccc1O	5	0.2	3	3	2	-6	-18	18	0	-4
COc1ccc(CN2CCN(S(=O)(=O)c3ccc(NC(C)=O)cc3)CC2)c(OC)c1OC	-1	0.4	5	-1	0	6	-4	11	1	0
CCCOc1ccc(Cc2c(Cl)nc(SC)nc2N(C)C)cc1	3	-0.2	2	2	3	11	-7	-5	10	-3
Cc1ccccc1N(Cc1cc(=O)[nH]c2ccccc12)C(=O)C(C)C	2	-0.4	0	4	1	-5	-2	9	-11	-3
COc1cc(/C=N/NC(=S)NCCN2CCOCC2)ccc1O	-3	1.9	1	2	-5	-3	-23	5	6	-2
CCOC(=O)c1sc(NC(=O)C2CC=CCC2C(=O)O)nc1C (centres undefined)	-4	0.0	-2	-9	.	.	-12	-27	34	3
C/C=C/C(=O)N1CC2(CC(c3cccc(NC(=O)COc4ccc(Cl)cc4)c3)=NO2)C[C@@H]1C(N)=O (some centres undefined)	.	2.3	-2	.	7	7	.	3	17	-1
CC(C)(C)C1CCCCC1NC(=O)c1ccncc1 (centres undefined)	-1	0.5	4	-9	20	11	-20	17	1	-1
COc1cccc(/C=C/C(=O)Nc2ccc3c(c2)OCCO3)c1OC	21*	-2.8	0	3	18	49	29	-23	11	-2
The listing continues:
SMILES	HSP90 refold inh	HIF activator	GSK3B inh	IEC-6 cytotox	HSF1 inh	HSF1 activator	KLF5 inh	aSyn UTR inh	AI-2 QS modul	GSK3A inh
Cc1ccc(S(=O)(=O)CC(c2ccccc2)N2CCCCC2)cc1 (centres undefined)	-1	0.1	-2	-2	-6	3	-11	-30	37	7
COc1cc(/C=N/OCC(=O)NC2CCCCC2C)ccc1OCc1ccc(Cl)cc1 (centres undefined)	-1	2.3	1	-1	-11	2	-165	-98	12	-3
Cc1ccc(C(=O)NCC(=O)OCC(=O)Nc2cccc(S(=O)(=O)N3CCCC3)c2)cc1C	2	0.1	1	-1	-4	4	-19	-9	-31	-1
Cc1ccc(S(=O)(=O)N2CCC(C(=O)NNC(=O)c3ccccc3)CC2)cc1	-2	-0.2	0	-2	-10	-13	-4	-13	19	-1
Cc1cccn2cc(-c3ccc4c(c3)NC(=O)CO4)nc12	2	2.7	1	-5	13	5	-59	-97	4	0
CC(C)(C)NC(=O)N1CCN(c2nc(-c3ccccc3)ns2)CC1	5	2.5	-5	0	21	28	-76	-119	8	2
Cc1cc2oc(=O)cc(Cn3ncc(Cl)c(Cl)c3=O)c2cc1Cl	1	-0.2	0	-5	55	81*	-22	3	-8	0
O=C(/C=C/c1cccc([N+](=O)[O-])c1)Nc1cc(C(=O)O)cc(C(=O)O)c1	1	-0.2	-5	3	-7	-6	-8	3	11	1
COc1ccc(Cn2c(=O)oc3ccc(C)cc32)cc1	4	-0.5	.	-6	1	31	-9	-2	.	-3

Another view of three compounds above:
compound,HSP90 refold inh,HIF activator,GSK3B inh,IEC-6 cytotox,HSF1 inh,HSF1 activator,KLF5 inh,aSyn UTR inh,AI-2 QS modul,GSK3A inh
O=C(/C=C/c1cccc([N+](=O)[O-])c1)Nc1cc(C(=O)O)cc(C(=O)O)c1,1,-0.2,-5,3,-7,-6,-8,3,11,1
Cc1cc2oc(=O)cc(Cn3ncc(Cl)c(Cl)c3=O)c2cc1Cl,1,-0.2,0,-5,55,81*,-22,3,-8,0
Cc1cccn2cc(-c3ccc4c(c3)NC(=O)CO4)nc12,2,2.7,1,-5,13,5,-59,-97,4,0

Screens deposited in PubChem by several laboratories.
